CF NFkB inh – cystic fibrosis NF-kB activation inhibition; KKLEB NF-kB-GFP reporter, PAF-induced, GFP fluorescence overnight; inhibition, % at 5 µM; 360,000 tested, 0.86% active; AID 588850;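 active = at least 50% inhibition at 5 µM, scaled per plate between neutral and stimulator controls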;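 also: PAF is a Pseudomonas aeruginosa culture filtrate used as stimulus; plate controls were PAF-stimulated DMSO wells for no effect and unstimulated DMSO wells for full effect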
KKLEB cytotox – counter-screen for CF NF-kB inhibitors: cytotoxicity; KKLEB CF airway cells viability, ATPlite luminescence, overnight; active compounds read low; cells stimulated with P. aeruginosa culture filtrate; activity change (cytotoxicity), % at 5 µM; 360,000 tested, 0.36% active; AID 602141;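 active = corrected activity change at or below -50% at 5 µM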
Shn3 inh set2 – reduces Shn3 3'UTR luciferase signal in osteoblasts; Clone20 osteoblast Shn3 3'UTR firefly luciferase, 24 h; inhibition, % at 12.5 µM; 360,000 tested, 0.52% active;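 active = mean inhibition of at least 75% with every replicate also reaching 75%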;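 also: 0% = median of neutral control wells and 100% = pilot-screen positive control compound; some compounds past the cut are filed as inactive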
Vif imaging – HIV Vif inhibition; HEK293T cells, Vif self-association by quenched fluorescence, imaging, 24 h; inhibition, % at 7.49 µM; 340,000 tested, 0.35% active; in the data active = inhibition above about 50%, passing the limit was not always enough; also: some results filed as inactive read as strong as hits
NR2E3 ag-1 – agonists of human NR2E3 nuclear receptor. AID 602229. inhibition of corepressor binding, % at 3.98 µM. Q9Y5X4. 360,000 tested, 0.35% active. CHO-S Gal4-NCOR/VP16-NR2E3 two-hybrid, luciferase;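 active = inhibition above the mean of all tested compounds plus 3 SD, cut at about 70% in these data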;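 also: 0% = DMSO with NR2E3 transfected cells and 100% = cells lacking NR2E3 construct; higher means lower luciferase signal from less NR2E3 corepressor binding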
Target sequence (Q9Y5X4 whole entry, looked up, the tested form may be a part): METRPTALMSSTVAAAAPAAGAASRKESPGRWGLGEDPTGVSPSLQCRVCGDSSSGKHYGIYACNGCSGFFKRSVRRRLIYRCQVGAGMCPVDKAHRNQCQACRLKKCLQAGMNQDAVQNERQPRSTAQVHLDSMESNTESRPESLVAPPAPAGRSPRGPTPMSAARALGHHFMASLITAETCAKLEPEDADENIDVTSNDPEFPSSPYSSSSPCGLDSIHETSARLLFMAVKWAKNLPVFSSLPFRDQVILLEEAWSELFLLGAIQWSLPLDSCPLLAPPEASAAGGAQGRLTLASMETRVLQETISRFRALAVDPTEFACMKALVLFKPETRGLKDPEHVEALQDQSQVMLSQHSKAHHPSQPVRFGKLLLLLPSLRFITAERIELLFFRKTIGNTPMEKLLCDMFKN
NR2E3 ag-2 – NR2E3 (human) agonism; AID 2300; inhibition of corepressor binding, % at 4.78 µM; 320,000 tested, 0.12% active; GST-NR2E3/biotin-RetCOR TR-FRET, 1536-well; Q9Y5X4;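 active = percent inhibition above the cutoff of mean plus 3 SD of all tested compounds, set per screening campaign, cut at about 20% in these data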;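 also: 0% = DMSO wells and 100% = biotin wells as full block of FRET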
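Assay system: NR2E3–RetCOR corepressor complex. Quantity: 1.35 nM GST-NR2E3. Buffer or medium: pH 7.5 Tris-based buffer. Reagent: biotinylated RetCOR corepressor at 7 nM final. Schedule: 5 h at 4 °C. Detection: TR-FRET, emission read at 617 and 671 nm. Replicates: one well per compound, singlicate testing.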
TRPM1 prom inh – MITF TRPM1 promoter inhibition in SK-MEL-5 cells. inhibition, % at 12.5 µM. SK-MEL-5 TRPM1 promoter luciferase, 24 h. 330,000 tested, 0.83% active;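 active = mean inhibition across replicates of 60% or more, whatever share of single replicates reaches that level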; also: values of inactives mirror those of a sister screen read the other way
PDI inh – blocks human protein disulfide isomerase activity; PDI insulin aggregation turbidity, A650, 90 min; inhibition, % at 10 µM; 350,000 tested, 0.052% active; AID 588391;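 active = mean inhibition across replicates of 30% or more, whatever share of single replicates reach that level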;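 also: absorbance from insulin aggregation driven by PDI reduction with DTT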
Target sequence (P07237 whole entry, looked up): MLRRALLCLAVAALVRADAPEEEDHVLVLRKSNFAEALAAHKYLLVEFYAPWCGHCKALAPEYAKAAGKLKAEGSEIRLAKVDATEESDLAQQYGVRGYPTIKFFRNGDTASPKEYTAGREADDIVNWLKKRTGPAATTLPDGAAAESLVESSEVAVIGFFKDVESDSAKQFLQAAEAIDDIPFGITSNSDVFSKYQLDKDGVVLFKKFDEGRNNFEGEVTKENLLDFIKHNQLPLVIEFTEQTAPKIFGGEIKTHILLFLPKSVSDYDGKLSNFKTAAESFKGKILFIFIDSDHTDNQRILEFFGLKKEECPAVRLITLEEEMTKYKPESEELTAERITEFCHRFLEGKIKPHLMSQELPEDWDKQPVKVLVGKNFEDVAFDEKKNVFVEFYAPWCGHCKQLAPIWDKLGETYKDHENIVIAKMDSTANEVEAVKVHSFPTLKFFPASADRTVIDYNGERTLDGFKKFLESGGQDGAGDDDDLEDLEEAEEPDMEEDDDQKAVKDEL
Peg3 prom inh – Peg3 promoter activity inhibition. AID 588405. HeLa PEG-Prom luciferase reporter, luminescence, overnight. 360,000 tested, 1.7% active. inhibition, % at 20 µM;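 active = inhibition of at least 50% at 20 µM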
HIF-2a inh – inhibitors of HIF-2a; AID 624352; 786-0 RCC cells HIF-2a reporter, luciferase luminescence, overnight; inhibition, % at 18.8 µM; 360,000 tested, 0.72% active;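 active = inhibition of the luminescence signal of 40% or more relative to plate controls, in a single-dose primary screen at 18.75 µM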
CaV13 ICDI inh – Disruptors of the CACNA1D IQ motif to Ca2+-dependent inactivation inhibitor domain association, primary screening, Förster resonance energy transfer in intact living …. AID 743397. HEK cells, CFP/YFP FRET ICDI-IQ, plate reader, 10 min; percent FRET-ratio fall versus neutral wells. 340,000 tested, 0.098% active. inhibition, % at 12.3 µM;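 active = mean replicate inhibition of at least 30% and at least 1% of replicates passing that level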;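 also: 0% = median of the neutral control wells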
Starred values were filed as active, the others as inactive; / = no result given.

No.	smiles	HIF-2a inh	TRPM1 prom inh	PDI inh	Shn3 inh set2	Peg3 prom inh	NR2E3 ag-1
1	Cc1ccc(-n2c(N)c(C(=O)Nc3c(C)n(C)n(-c4ccccc4)c3=O)c3nc4ccccc4nc32)cc1	-13	0	9	26	76*	23
2	Cc1cc(NC(=O)CSc2nc(=O)cc(N)n2-c2ccc(C)c(C)c2)no1	2	-3	-2	-11	11	-17
3	O=C(NC(=S)Nc1ccc(N2CCOCC2)cc1)c1ccc2c(c1)OCCO2	-7	4	11	-32	-90	-35
4	CCC(c1nnnn1Cc1ccco1)N(CCc1ccccc1)Cc1cc2cccc(C)c2[nH]c1=O (configuration not stated)	9	4	-7	1	30	-10
5	CCCNC(=O)c1cc(C2CCCCN2C(=O)c2cc(OC)c(C)c(OC)c2)on1 (configuration not stated)	5	/	8	1	15	12
6	C#CCn1cnc2c(oc3ccccc32)c1=O	-143	-11	7	-23	-91	-24
7	COCCCNC(=O)C(C#N)c1nc2ccccc2nc1N1CCN(Cc2ccccc2)CC1 (configuration not stated)	2	-8	24	17	25	1
8	CN(CC(=O)Nc1ccccc1Br)C(=O)c1ccccc1Cc1ccccc1	14	7	-2	6	4	22

No.	CF NFkB inh	KKLEB cytotox	NR2E3 ag-2	Vif imaging	CaV13 ICDI inh
1	15	-47	0	5	-5
2	-12	1	1	-6	-5
3	15	-12	-2	-14	-4
4	-2	5	-1	-2	1
5	1	-2	/	-8	-4
6	-15	0	-1	7	/
7	11	4	/	-12	/
8	4	0	3	-1	-6

Some of these compounds in order of the Vif imaging value, falling:
# | smiles | HIF-2a inh | TRPM1 prom inh | PDI inh | Shn3 inh set2 | Peg3 prom inh | NR2E3 ag-1 | CF NFkB inh | NR2E3 ag-2 | Vif imaging | CaV13 ICDI inh
8 | CN(CC(=O)Nc1ccccc1Br)C(=O)c1ccccc1Cc1ccccc1 | 14 | 7 | -2 | 6 | 4 | 22 | 4 | 3 | -1 | -6
2 | Cc1cc(NC(=O)CSc2nc(=O)cc(N)n2-c2ccc(C)c(C)c2)no1 | 2 | -3 | -2 | -11 | 11 | -17 | -12 | 1 | -6 | -5
7 | COCCCNC(=O)C(C#N)c1nc2ccccc2nc1N1CCN(Cc2ccccc2)CC1 (configuration not stated) | 2 | -8 | 24 | 17 | 25 | 1 | 11 | / | -12 | /

Quoted at random: three records from the list.
No.	smiles	HIF-2a inh	TRPM1 prom inh	PDI inh	Shn3 inh set2	Peg3 prom inh	NR2E3 ag-1
5	CCCNC(=O)c1cc(C2CCCCN2C(=O)c2cc(OC)c(C)c(OC)c2)on1 (configuration not stated)	5	/	8	1	15	12
7	COCCCNC(=O)C(C#N)c1nc2ccccc2nc1N1CCN(Cc2ccccc2)CC1 (configuration not stated)	2	-8	24	17	25	1
8	CN(CC(=O)Nc1ccccc1Br)C(=O)c1ccccc1Cc1ccccc1	14	7	-2	6	4	22

No.	CF NFkB inh	KKLEB cytotox	NR2E3 ag-2	Vif imaging	CaV13 ICDI inh
5	1	-2	/	-8	-4
7	11	4	/	-12	/
8	4	0	3	-1	-6

Next part
No.	smiles	HIF-2a inh	TRPM1 prom inh	PDI inh	Shn3 inh set2	Peg3 prom inh	NR2E3 ag-1
9	CCOc1nc(Nc2cc(Cl)ccc2OC)nc(OCC)n1	14	1	3	4	-13	0
10	Cc1ccc(NC(=O)COc2cccc3c2OC(C)(C)C3)c(O)c1	-51	-9	6	1	-35	-22
11	Cc1ccc(C2=NNC(c3cccc(F)c3)S2)cc1 (configuration not stated)	-33	21	-8	-9	-48	-170
12	CN(CC(=O)Nc1ccc(Cl)c(C(F)(F)F)c1)C(=O)c1ccccc1SCC(=O)N1CCCC1	10	-4	2	0	22	-5
13	Cc1cccc(-c2nc(CS(=O)CC(=O)NC(C)CCc3ccccc3)c(C)o2)c1 (configuration not stated)	26	2	13	-3	-6	-1
14	CC(Nc1cc(=O)n(C)c(=O)n1C)c1ccccc1 (configuration not stated)	6	4	9	13	-2	-11
15	CSc1ccc(CSCC(=O)N2CCN(S(=O)(=O)c3ccc(C)cc3C)CC2)cc1	-4	5	8	31	23	-29
16	N#C/C(=C\c1ccc(O)c([N+](=O)[O-])c1)C(=O)NCc1ccccc1	7	12	-3	/	0	-6

No.	CF NFkB inh	KKLEB cytotox	NR2E3 ag-2	Vif imaging	CaV13 ICDI inh
9	9	-8	2	-5	-6
10	24	-5	2	-11	-5
11	-11	-27	-1	17	3
12	5	-13	/	-15	-5
13	-33	-4	1	3	-3
14	7	0	-5	-3	-1
15	-8	9	4	-1	-4
16	-24	-4	2	8	-5

(listing goes on)
No.	smiles	HIF-2a inh	TRPM1 prom inh	PDI inh	Shn3 inh set2	Peg3 prom inh	NR2E3 ag-1
17	CCOc1ncccc1C(=O)Nc1cc2c(cc1Br)OCCO2	-229	-28	-1	-17	-79	-39
18	S=c1[nH]nc(Nc2ccccc2Cl)s1	-149	-10	0	1	-15	-33
19	CC(=O)Nc1ccccc1OCC(=O)NC1CCCCC1C (configuration not stated)	8	6	-8	-1	10	-4
20	N#Cc1ccccc1S(=O)(=O)N1CCN(C(=O)CN2C(=O)NC3(CCCC3)C2=O)CC1	7	-4	-3	4	-10	-18
21	Cc1cc(C(=O)Nc2sccc2C#N)c2ccccc2n1	5	30	5	-10	8	3
22	O=C(c1cccc([N+](=O)[O-])c1)N1CCN(c2ccc(N3CCOCC3)nn2)CC1	7	1	-11	-48	4	0
23	O=C(CCSCc1ccccc1Cl)N1CCN(c2ccccn2)CC1	-172	-38	6	-22	-137	-78
24	CC(=O)NC12CC3CC(C1)CC(C(=O)N(C)Cc1cccc(Cl)c1Cl)(C3)C2	11	14	-8	16	13	-24

No.	CF NFkB inh	KKLEB cytotox	NR2E3 ag-2	Vif imaging	CaV13 ICDI inh
17	-2	6	/	-2	-6
18	5	-12	-6	11	-7
19	8	14	4	-3	-3
20	8	-7	-4	12	-5
21	-25	15	1	-4	-6
22	24	-10	0	1	-12
23	-4	-12	-2	-11	-5
24	11	-18	/	5	-2

(further entries)
No.	smiles	HIF-2a inh	TRPM1 prom inh	PDI inh	Shn3 inh set2	Peg3 prom inh	NR2E3 ag-1
25	CC(=O)c1c(C)[nH]c(C2=NNC(=NCc3ccccc3)SC2)c1C	-7	2	-8	9	-17	6
26	CC(=O)N1CCc2c(sc3c2c(=O)n(-c2ccccc2)c(=O)n3Cc2ccccc2Cl)C1	23	4	-14	18	31	18
27	CC(=O)Nc1ccc(NC(=O)C(C)N2CCN(S(=O)(=O)c3ccc(C)cc3)CC2)cc1 (configuration not stated)	11	8	8	-1	5	-13
28	CCN(CC(=O)Nc1ccc(NC(C)=O)cc1)C(=O)c1n[nH]c(=O)c2ccccc12	10	4	-1	-7	-1	-1
29	O=C(CCC(=O)N1CCOc2ccc(Cl)cc21)NCc1ccccc1	-17	/	/	1	-15	-8
30	O=C1C=C(OCc2ccccc2)CN1	13	-1	3	-5	2	4
31	CN(Cc1ccccc1)S(=O)(=O)c1ccc(NC(=S)NC(=O)C2CCCCC2)cc1	29	-12	4	31	37	15
32	Cc1ccc(OCC(=O)NNC(=O)c2ccoc2C)c(Br)c1	-15	-5	0	-7	-26	-8

No.	CF NFkB inh	KKLEB cytotox	NR2E3 ag-2	Vif imaging	CaV13 ICDI inh
25	-12	5	-3	/	-5
26	-3	-6	0	-3	-15
27	-18	-2	0	-1	-9
28	-3	23	2	-1	-6
29	9	-8	-1	-5	-5
30	15	-1	-1	5	-5
31	-8	-8	0	-13	-5
32	-1	2	-1	-1	-5

(list continues)
No.	smiles	HIF-2a inh	TRPM1 prom inh	PDI inh	Shn3 inh set2	Peg3 prom inh	NR2E3 ag-1
33	Cc1c(NC(=O)c2cc(-c3ccc(Br)cc3)on2)c(=O)n(-c2ccccc2)n1C	-10	-2	-1	16	10	-2
34	O=C(O)C1=C[C@H](c2ccc3c(c2)OCO3)C[C@H](OCc2ccc(CO)cc2)O1	-8	11	-2	-5	4	-18
35	CCC(=O)N1CCN(c2ccccc2NC(=O)Cc2ccccc2)CC1	-1	13	3	6	-6	-11
36	C/C(=N/NC(=O)Nc1ccccc1)c1ccc(C)cc1	-25	-1	-4	-18	-32	-61
37	COc1ccc(N2CC(NS(=O)(=O)c3ccc4ccccc4c3)CC2=O)cc1OC (configuration not stated)	19	1	6	-3	18	1
38	O=c1[nH]c2ccc(S(=O)(=O)N3CCCCC3)cc2[nH]c1=O	13	-3	-10	-2	4	1
39	O=C(O)COc1ccc(S(=O)(=O)NCCc2ccccc2)cc1	6	2	/	-12	-13	-8
40	CO/N=C/CC(=O)c1cnc(-c2ccc(Cl)cc2)s1	-133	-20	2	-31	-124	-31

No.	CF NFkB inh	KKLEB cytotox	NR2E3 ag-2	Vif imaging	CaV13 ICDI inh
33	-19	11	3	-12	-3
34	-12	-6	4	9	-7
35	-8	10	-2	-4	-5
36	-17	-1	2	6	-4
37	3	-9	-4	-9	-6
38	7	5	0	9	-5
39	15	4	0	4	-2
40	8	4	2	2	-4

Later entries
No.	smiles	HIF-2a inh	TRPM1 prom inh	PDI inh	Shn3 inh set2	Peg3 prom inh	NR2E3 ag-1
41	CCN(CC)C(=O)C1=C(C)N(CCCN2CCCC2=O)C(=O)C(CC(=O)NCc2ccco2)C1 (configuration not stated)	2	/	-8	7	-20	1
42	CCCCCCN1C[C@@H](O)[C@H](n2cc(-c3ccc(F)cc3)nn2)C[C@@H]1c1ccc(C)cc1	2	/	-6	-7	8	2
43	COc1ccc(CCn2nnnc2C(CC(C)C)N2CCN(c3ncccn3)CC2)cc1OC (configuration not stated)	13	-13	-2	16	8	42
44	O=C(/C=C/c1cccc([N+](=O)[O-])c1)Nc1cc(C(=O)O)cc(C(=O)O)c1	12	-8	-1	12	7	-11

No.	CF NFkB inh	KKLEB cytotox	NR2E3 ag-2	Vif imaging	CaV13 ICDI inh
41	-22	-4	/	-2	-6
42	-12	8	/	-2	-10
43	-4	-4	3	8	-5
44	17	2	3	-2	-9

Screening data (PubChem)
